Compound activity from PubChem BioAssay.
FLuc act counter: FLuc activators, initial screening, artefact control for FLuc-dependent activation tests, biochemical, ATPlite luminescence | Luciferin 4-monooxygenase (Photinus pyralis), P08659 | ATPlite luciferase biochemical, 10 min; 0 = ATP-free wells, 1 = DMSO control | activation factor at 10 µM | 200,000 tested, under 10 active | AID 1027, 2008;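 active = luciferase activation factor, scaled between plate controls, of at least 2 with compound at 10 µM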
Target sequence (P08659 whole entry, looked up): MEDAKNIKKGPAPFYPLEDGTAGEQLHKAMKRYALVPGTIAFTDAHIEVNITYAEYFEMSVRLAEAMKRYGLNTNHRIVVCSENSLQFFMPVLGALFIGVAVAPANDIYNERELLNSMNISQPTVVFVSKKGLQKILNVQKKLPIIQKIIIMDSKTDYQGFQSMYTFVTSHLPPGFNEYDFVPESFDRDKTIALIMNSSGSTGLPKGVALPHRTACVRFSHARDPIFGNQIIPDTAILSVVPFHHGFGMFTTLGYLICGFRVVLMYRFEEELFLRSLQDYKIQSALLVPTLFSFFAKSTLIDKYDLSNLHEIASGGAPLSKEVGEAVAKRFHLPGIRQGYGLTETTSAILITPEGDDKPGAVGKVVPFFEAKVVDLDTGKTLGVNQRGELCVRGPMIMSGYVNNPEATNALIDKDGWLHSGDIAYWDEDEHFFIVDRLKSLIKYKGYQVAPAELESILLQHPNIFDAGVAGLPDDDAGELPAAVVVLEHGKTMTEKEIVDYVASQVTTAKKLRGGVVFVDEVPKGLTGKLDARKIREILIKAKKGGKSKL
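Assay system – cell-free luciferase reagent · Medium – PBS-based ATP solution · Dosing – test compounds dosed from 2 mM stocks in 100% DMSO · Timing – 10 min, room temperature · Technique – light output (luminescence) · Measure – luminescence gain marking luciferase activators · Controls – No-ATP low control, compound-free enzyme-plus-ATP high control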
FLuc inhib CS: firefly luciferase enzyme inhibitors, primary screen, artefact control for luciferase-based inhibitor screens, biochemical, luminescence, ATPLite | Luciferin 4-monooxygenase (Photinus pyralis), P08659 | 10 min | inhibition, % at 10 µM | 200,000 tested, 1.5% active;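 active = inhibition above about 50% when tested at 10 µM, limit read from the data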
APP 5'UTR act: activators of APP 5'UTR luciferase reporter, primary screen, SH-SY5Y cells. SH-SY5Y APP 5'UTR luciferase reporter, luminescence; zero percent = DMSO vehicle wells. activation, % at 2 µM. 190,000 tested, 1% active. AID 1276, 2008;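 active = activation above a set limit, based on mean plus 3 SD of controls, cut at about 140% in these data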; also: values of inactives mirror those of a sister screen read the other way
STAT1 activator: STAT1 signaling activators, primary screen, cell-based, HTS, luciferase reporter | NIH 3T3 STAT1-luciferase reporter, IFN-gamma, luminescence; 100% = IFN-gamma alone, no compound | activation (% of control), % at 5.5 µM | 200,000 tested, 2.6% active | AID 932, 2007;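 active = activation above the screen-wide mean activation plus 3 SD, cut at about 130% in these data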;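 also: raw ratio to IFN-gamma control signal so 100% means no change and 0% no light; values of inactives mirror those of a sister screen read the other way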
G6PDH CS: L. mesenteroides G6PDH inhibitors, counter-screen for G6PDH-coupled screening assays, biochemical, Leuconostoc mesenteroides enzyme | Purified L. mesenteroides G6PDH, diaphorase/resazurin coupled fluorescence, 45 min | inhibition, % at 5 µM | 200,000 tested, 0.12% active | AID 1020, 2008; in the data active = inhibition above about 50%
DTT redox prof: compounds producing H2O2 with reducing agent – biochemical, NIH compound library profiling, artefact control for MLSCN library redox annotation, primary screen. DTT-dependent redox cycling H2O2, phenol red/HRP absorbance; 100% = 100 µM peroxide control, 0% = buffer. activation, % at 10 µM. 200,000 tested, 0.03% active;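 active = activation of at least 50% relative to the plate's high and low controls in the primary single-dose screen; inactive = activation below 50%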;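 also: compound incubated with DTT at 0.8 mM final as the reducing agent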
APP 5UTR inh: inhibitors of APP translation via 5'UTR reporter, primary screen, APP 5'UTR luciferase, SH-SY5Y cells | SH-SY5Y APP 5'UTR-luciferase reporter, luminescence | inhibition, % at 2 µM | 190,000 tested, 0.82% active | AID 1285, 2008;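 active = inhibition above a set limit, derived from the sample mean plus 3 SD, cut at about 45% in these data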; also: values of inactives mirror those of a sister screen read the other way
Efa HMGR inh: inhibitors of E. faecalis class II HMGR, primary screen, biochemical, Enterococcus faecalis; inhibition, % at 10 µM; AID 1066, 2008; purified E. faecalis HMGR, NADPH absorbance 340 nm kinetic; 190,000 tested, 0.41% active; HMG-CoA reductase (Enterococcus faecalis, mvaE);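 active = inhibition above a set limit, the median over all tested compounds plus 3 SD, cut at about 9.5% in these data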;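 also: enzyme runs in reverse so mevalonate oxidation gives rising NADPH absorbance; 0% = complete reaction with DMSO and 100% = background rate lacking mevalonate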
NF-kB expr up: activators of NF-kB expression in neurons, primary screen, cell-based, HTS. human neuronal cells, NF-kB reporter expression; stronger effect = higher value. fold change at 12.5 µM. 190,000 tested, 1.6% active; in the data active = fold change above about 3.3
Hsp70 act: Hsp70 transcriptional activators, primary screen, cell-based, HeLa, Hsp70 promoter luciferase, luminescence, 10 µM; HeLa Hsp70 promoter luciferase reporter; scaled: vehicle 0, proteasome-inhibitor control 100%; activation, % at 10 µM; 200,000 tested, 0.04% active;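 active = activation above the mean across all tested compounds plus 3 SD, cutoff set per campaign, cut at about 5.5% in these data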;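 also: 100% = MG132 at 30 µM as the positive control and 0% = DMSO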
* hit, by the source's call; . = no result given.

SMILES | FLuc act counter | FLuc inhib CS | APP 5'UTR act | STAT1 activator | G6PDH CS | DTT redox prof | APP 5UTR inh | Efa HMGR inh | NF-kB expr up | Hsp70 act
COc1ccc2c(c1[N+](=O)[O-])CCC/C2=N/OC(=O)c1ccccc1SC | 1.1 | -8 | 8 | 102 | 13 | 0.1 | -8 | -3 | 1.1 | 0.0
CCOC(=O)c1ccc2c(c1)C1C=CCC1C(C(=O)O)N2 (configuration not stated) | 1 | -1 | -15 | 97 | 0 | -1.6 | 15 | 6 | 0.73 | -0.3
Cc1cc(C(=O)COC(=O)c2ccc3c(c2)OCO3)c(C)n1Cc1cccs1 | 0.7 | 31 | -3 | 117 | 4 | 1.6 | 3 | 0 | 0.79 | 0.3
O=C(NCc1ccccn1)C1C2C=CC(C2)C1C(=O)Nc1ccc(F)cc1 (configuration not stated) | 1 | -3 | -10 | 102 | 4 | 0.3 | 10 | -2 | 1.1 | -0.1
O=c1[nH][nH]c(=O)n1-c1ccccc1 | 1.1 | -5 | -14 | 111 | 2 | 0.8 | 14 | 2 | 1.1 | -0.2
O=C(Cc1cc(=O)[nH][nH]1)N/N=C/c1cccc2ccccc12 | 1 | -1 | -12 | 104 | 1 | -0.8 | 12 | -8 | 1.1 | 0.3
CN(c1ccc(C(=O)O)cc1)S(=O)(=O)c1ccccc1 | 1 | -2 | 20 | 105 | 2 | -0.8 | -20 | -6 | 0.99 | 0.1
Cc1nc2sc(C(c3ccc(Cl)cc3)N3CC(C)OC(C)C3)c(O)n2n1 (configuration not stated) | 1.1 | -6 | 0 | 107 | 9 | 0.4 | 0 | -1 | 0.87 | 0.3
O=C1CNC(=O)c2c(nc3n2CCC3)N1 | 1.1 | -8 | 14 | 94 | 9 | 2.0 | -14 | -8 | 1 | -0.1
CC1CN(c2nc3ccccc3nc2C(C#N)C(=O)NCc2ccc3c(c2)OCO3)CC(C)O1 (configuration not stated) | 1 | -5 | 10 | 91 | -29 | 1.0 | -10 | 2 | 0.72 | -0.1
O=C1N/C(=C/c2ccc(Br)s2)C(=O)N1c1ccccc1 | 1.1 | -6 | 18 | 108 | 12 | -0.7 | -18 | -2 | 1.2 | -0.4
CCOC(=O)C1(Cc2cccc(OC)c2)CCN(C(C)CC(C)(C)O)CC1 (configuration not stated) | 1 | -4 | -10 | 102 | 15 | -0.2 | 10 | 0 | 0.98 | -0.4
Cc1ccc(S(=O)(=O)/C(C#N)=C/c2c(N3CCC(C(N)=O)CC3)nc3c(C)cccn3c2=O)cc1 | 1 | 3 | 9 | 95 | 11 | 0.1 | -9 | 0 | 0.86 | -0.1
COCCNC(=O)C(OC(=O)c1cccs1)c1ccc(F)cc1 (configuration not stated) | 1.1 | -10 | 17 | 93 | 17 | 0.3 | -17 | -2 | 1 | 0.0
O=C(NCCCN1CCC(Cc2ccccc2)CC1)C1CC(=O)N(C2CCCC2)C1 (configuration not stated) | 1 | -1 | 0 | 100 | -17 | -2.5 | 0 | -4 | 0.95 | 0.2
Cc1cc(Cl)c(S(=O)(=O)Nc2ccccn2)cc1OCC(N)=O | 1 | -1 | -9 | 92 | 12 | 0.6 | 9 | -2 | 1 | -0.6
COc1ccc(CCN2CC34C=CC(O3)C(C(=O)NCc3ccccc3)C4C2=O)cc1OC (configuration not stated) | 1 | -2 | -3 | 105 | 7 | -0.7 | 3 | -5 | 0.95 | -0.2
COCCCNC(=O)Cn1nnc(-c2ccc(NC(=O)c3ccccc3OC)cc2)n1 | 1 | 5 | 1 | 114 | 1 | -0.2 | -1 | -6 | 1.1 | -0.1
Cc1ccc(N2CSC3=C(C#N)C(c4cccs4)CC(=O)N3C2)cc1 (configuration not stated) | 1 | -3 | 0 | 99 | 22 | -1.3 | 0 | 3 | 1.7 | -0.2
COc1cc(SC)ccc1C(=O)NCCOc1ccc(F)cc1 | 1 | -4 | 53 | 135* | 3 | . | -53 | 2 | 3.2 | 0.1

Next section; the last 3 above are carried over.
SMILES | FLuc act counter | FLuc inhib CS | APP 5'UTR act | STAT1 activator | G6PDH CS | DTT redox prof | APP 5UTR inh | Efa HMGR inh | NF-kB expr up | Hsp70 act
COCCCNC(=O)Cn1nnc(-c2ccc(NC(=O)c3ccccc3OC)cc2)n1 | 1 | 5 | 1 | 114 | 1 | -0.2 | -1 | -6 | 1.1 | -0.1
Cc1ccc(N2CSC3=C(C#N)C(c4cccs4)CC(=O)N3C2)cc1 (configuration not stated) | 1 | -3 | 0 | 99 | 22 | -1.3 | 0 | 3 | 1.7 | -0.2
COc1cc(SC)ccc1C(=O)NCCOc1ccc(F)cc1 | 1 | -4 | 53 | 135* | 3 | . | -53 | 2 | 3.2 | 0.1
CC(C)(C)c1ccc(CN2N=C(/C=C/c3ccccc3)CCC2=O)cc1 | 1.1 | -6 | -5 | 100 | 2 | 0.1 | 5 | -3 | 0.69 | -0.5
CCOc1cccc(OCCCOc2cccc3cccnc23)c1 | 1 | -1 | 13 | 88 | 2 | -0.4 | -13 | -9 | 1 | -0.4
CCOC(=O)C1CCN(C(=O)c2cccc(Cl)c2)CC1 | 1 | -1 | 9 | 95 | 0 | -0.9 | -9 | 0 | 1.3 | -0.4
Nc1ccc(Oc2ccc3nc(-c4ccccc4)c(-c4ccccc4)nc3c2)cc1 | 1 | -4 | 13 | 112 | 2 | -2.8 | -13 | 2 | 1.1 | -0.4
COc1ccccc1C(CC(=O)Nc1ccc(Cl)cc1)c1ccc(OC(C)C)cc1 (configuration not stated) | 1 | 0 | 4 | 93 | 16 | 1.5 | -4 | -1 | 0.76 | -0.1
COc1ccccc1/C=C/C=N/NC(=O)c1ccc(=O)n(C)c1 | 1.2 | -16 | 2 | 117 | -6 | -0.5 | -2 | 0 | 1.3 | -0.3
CCc1ccccc1NC(=O)CN(c1cccc(OC)c1)S(C)(=O)=O | 1 | -2 | 12 | 95 | -10 | 3.5 | -12 | 3 | 1.5 | 0.3
C/C(=C\c1ccccc1)C(=O)Nc1nc2ccc([N+](=O)[O-])cc2s1 | 1 | -4 | 21 | 91 | 2 | 0.1 | -21 | -4 | 1.3 | -0.5
COc1ccc(NC(=O)COC(=O)C2CCN(S(=O)(=O)c3cccs3)CC2)cc1 | 1 | -3 | 1 | 99 | -1 | 0.0 | -1 | -8 | 1 | -0.1
CCOC(=O)C(CC(=O)O)N1CCCCC1 (configuration not stated) | 1.1 | -7 | 10 | 97 | 1 | 2.3 | -10 | 6 | 1.1 | -0.3
Cc1ccccc1NC(=S)N(Cc1ccccc1)Cc1cccs1 | 1.1 | -8 | -16 | 92 | 1 | -2.5 | 16 | 2 | 0.89 | -0.4
Cn1nc(C(=O)Nc2ccc(S(=O)(=O)N3CCCCC3)cc2)c2ccccc2c1=O | 1 | -5 | -21 | 93 | -1 | 2.6 | 21 | -1 | 0.91 | 0.0
COc1ccc(CCNC(=O)c2ccccc2N(C)S(=O)(=O)c2ccccc2)cc1 | 1 | -3 | 13 | 102 | -1 | 0.2 | -13 | -1 | 0.92 | 0.8
COc1ccc(OC)c(-c2csc(N(CC3CCCO3)C(=O)C3CCCCC3)n2)c1 (configuration not stated) | 1 | -3 | -5 | 89 | 6 | 0.2 | 5 | 8 | 1.2 | -0.2
C/C(=C(\C#N)C(=O)NCc1ccccc1)N(C)C | 1 | -4 | -12 | 96 | 2 | 0.1 | 12 | -5 | 1.1 | -0.2
O=C(NNC(=S)Nc1ccc(Br)cc1Cl)c1ccncc1 | 1 | -5 | 0 | 106 | -17 | 0.4 | 0 | 0 | 0.97 | -0.3
Cc1ccc(NC(=O)c2cccnc2)cc1S(=O)(=O)N(C)C | 1 | -1 | -10 | 99 | 2 | -1.5 | 10 | 8 | 0.99 | -0.3
CCCCNC(=O)NNC(=O)COc1cccc(C)c1C | 1.1 | -9 | 2 | 94 | 16 | 2.6 | -2 | 0 | 1.1 | -0.4
CCOC(=O)CCNC(=O)N1CCCC(C(=O)c2ccc3c(c2)OCO3)C1 (configuration not stated) | 1 | 1 | -6 | 107 | 12 | -0.8 | 6 | 1 | 0.9 | -0.3
Cn1c(=O)c(C(=O)COC(=O)c2cc(C3CC3)nc3ccccc23)c(N)n(Cc2ccccc2)c1=O | 1 | -5 | -14 | 91 | 10 | 1.3 | 14 | -10 | 0.78 | -0.2

As entered above:
`CCOC(=O)CCNC(=O)N1CCCC(C(=O)c2ccc3c(c2)OCO3)C1` (configuration not stated) in DTT redox prof has -0.8
`Cn1nc(C(=O)Nc2ccc(S(=O)(=O)N3CCCCC3)cc2)c2ccccc2c1=O` in Hsp70 act has 0.0

Continuation:
SMILES | FLuc act counter | FLuc inhib CS | APP 5'UTR act | STAT1 activator | G6PDH CS | DTT redox prof | APP 5UTR inh | Efa HMGR inh | NF-kB expr up | Hsp70 act
CCOC(=O)C1CCCN(CC(O)COc2ccc(OC)cc2C(C)(C)C)C1 (configuration not stated) | 1.1 | -6 | 13 | 96 | 5 | 1.8 | -13 | 6 | 1.2 | -0.2
COc1cccc(C2CC(c3c(Cl)cccc3Cl)n3nc(N)nc3N2)c1 (configuration not stated) | 1 | -3 | -6 | 99 | -11 | 0.2 | 6 | -12 | 1.2 | -0.1
COC(=O)c1cc(OC)c(OC)cc1NC(=S)N1CCN(Cc2ccccc2)CC1 | 1.1 | -7 | -3 | 101 | -34 | -0.4 | 3 | 0 | 0.9 | -0.2
C=CCC1(CC=C)CCCN1C(=O)CC1C(=O)NCCN1Cc1ccc(OC)c(OC)c1 (configuration not stated) | 1.1 | -6 | -10 | 96 | 1 | -1.0 | 10 | -3 | 1.4 | -0.2
CCCn1c(SCC(=O)N2N=C3/C(=C/c4ccc(OC)cc4)CCCC3C2c2ccc(OC)cc2)n[nH]c1=O (configuration not stated) | 1.1 | -9 | 9 | 99 | -8 | 0.3 | -9 | -4 | 0.44 | -0.3
Cc1sc2c(=O)n3c(nc2c1C(=O)NCCCN1CCOCC1)CCCCC3 | 1 | -1 | -5 | 95 | -2 | 6.0 | 5 | -1 | 1.2 | 0.2
CC(C)(C)NC(=O)C(c1ccccc1)N(C(=O)c1csnn1)C1CC1 (configuration not stated) | 1.1 | -8 | -9 | 97 | 6 | -0.5 | 9 | 0 | 1.1 | 0.1
Cc1ccnc(NC(c2ccsc2)c2ccc3ccc(C)nc3c2O)c1 (configuration not stated) | 1.1 | -6 | 7 | 89 | 28 | -0.5 | -7 | 1 | 1 | 0.0
OCCC1CN(Cc2ccc3nsnc3c2)CCN1C1CCCC1 (configuration not stated) | 1 | -3 | 9 | 98 | 5 | -1.4 | -9 | 5 | 5.5* | -0.2
O=C1c2ccccc2C(=O)N1CCCCN(C(=O)c1ccco1)c1ccc(Cl)cc1 | 1.1 | -10 | 7 | 93 | 2 | 0.3 | -7 | -2 | 0.95 | -0.1
Cc1ccc(S(=O)(=O)NC(C(=O)Oc2ccc3ccc(=O)oc3c2)c2ccccc2)cc1 (configuration not stated) | 1 | -4 | -6 | 110 | -3 | 3.8 | 6 | -4 | 1.1 | 0.3
